HSF1 inhib: HSF1 inhibition; AID 2098; NIH3T3-HGL HSE-luciferase, MG132-induced, luminescence 8 h; hits give low values; activity change, negative = inhibition, % at 7.5 µM (by protocol); 0.77% of 300,000 active;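 active = more than half of replicate wells show activity change below -50%, luminescence cut by over half; inconclusive = some wells, but at most half, below -50%; inactive = no replicate well below -50%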;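 note: luciferase reports HSF-1 transcriptional activity via heat shock element; 0% = median of DMSO wells and -100% = zero luminescence signal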
HSP90 refold inh: blocks HSP90-mediated luciferase refolding in reticulocyte lysate; Rabbit reticulocyte lysate, luciferase refolding luminescence, 3 h; 0.91% of 290,000 active; inhibition, % at 5.6 µM;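 active = inhibition above the screen-wide mean plus 3 SD, computed separately per campaign, cut at about 16% in these data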;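 note: 0% = DMSO wells and 100% = 60 µM geldanamycin wells; inhibitors lower the luminescence because luciferase stays unfolded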
Platelet DG rel: platelet dense granule release activity | 0.22% of 300,000 active | AID 1663 | inhibition, %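 (compounds screened at 7.5 µM in platelet-rich plasma)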 | human platelet-rich plasma, SFLLRN dense granule ATP release, luminescence;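 active = mean replicate score, as percent of positive control, at or above 50; inconclusive = mean below 50 but at least one replicate at or above 50; inactive = mean and every replicate below 50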
PolyA inhibitor: yeast polyadenylation inhibition; 0.02% of 300,000 active; calls only at 12 µM; S. cerevisiae SKY197-pL101 polyadenylation reporter, beta-gal luminescence; efflux-impaired pdr1/pdr3 knockout yeast; score 100 = 6 SD above DMSO;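 active = lowest replicate activity score at least 50, where 100 means six control SD above control mean; inconclusive = lowest score under 50 but half or more replicates reach 50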;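 note: yeast exposed to compound for 9 h at 30 °C; higher score means more reporter readthrough which indicates perturbed polyadenylation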
Dyrk1A ADPGlo: Dyrk1A (rat) kinase inhibition; Q63470; ADP-Glo luminescence, NFATc1 peptide; inhibition, % at 12.5 µM; 0.43% of 310,000 active; in the data active = inhibition above about 50%;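 note: plate controls were vehicle with enzyme for no effect and no enzyme for full effect; many of its hits are not listed in these tables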
GSK3B inh: inhibitors of human GSK3beta kinase | P49841 | GST-GSK3beta kinase, ADP-Glo luminescence, 60 min; hits give low values | activity score (negative = inhibition), % at 10 µM | 0.038% of 300,000 active;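 active = more than half of replicate wells score below -50%, meaning over 50% inhibition versus plate controls; inconclusive = some replicates but at most half score below -50%; inactive = no replicate scores below -50%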;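 note: 0% = median DMSO wells and -100% = median GW8510 positive control wells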
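test system = GST-tagged human GSK3beta kinase, cell-free | reagent = 25 µM ATP with peptide substrate | dosing = one dose of 10 µM per compound | schedule = 60 min reaction, RT | detection = luminescent ADP-Glo measurement of ADP formed | control set = DMSO neutral wells and GW8510 at 20 µM as positive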
HSF1 activator: increases HSF-1 driven luciferase reporter signal | NIH3T3-HGL HSF-1 luciferase reporter, MG132, 8 h; 100% = twice DMSO control signal | activation, % at 9 µM | 1.7% of 300,000 active | AID 504408;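 active = mean replicate activation of at least 50% with a set share of replicates each reaching 50%; inconclusive = only one of those two conditions met; inactive = mean below 50% and too few replicates reaching it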;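 note: 0% = median of the neutral control wells and 100% = twice that signal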
HDAC3 inh: human HDAC3 inhibition | O15379 | recombinant HDAC3, fluorogenic peptide/trypsin coupled, fluorescence | inhibition, % at 8.3 µM | 0.15% of 320,000 active | AID 2718; in the data active = inhibition above about 26%, passing the limit was not always enough; inconclusive = no clear call, values can overlap the other calls
Target sequence (O15379 whole entry, looked up): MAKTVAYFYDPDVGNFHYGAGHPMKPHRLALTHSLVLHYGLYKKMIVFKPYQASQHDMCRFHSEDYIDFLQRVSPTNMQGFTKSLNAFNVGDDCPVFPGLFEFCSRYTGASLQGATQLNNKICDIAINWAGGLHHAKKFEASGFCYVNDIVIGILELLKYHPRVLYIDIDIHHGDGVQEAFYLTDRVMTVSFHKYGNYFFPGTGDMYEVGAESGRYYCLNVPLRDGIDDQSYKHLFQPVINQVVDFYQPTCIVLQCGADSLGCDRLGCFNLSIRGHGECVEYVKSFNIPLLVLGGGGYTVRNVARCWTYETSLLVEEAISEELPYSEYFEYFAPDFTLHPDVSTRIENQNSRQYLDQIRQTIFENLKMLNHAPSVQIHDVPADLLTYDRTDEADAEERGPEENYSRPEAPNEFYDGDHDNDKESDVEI
GSK3 alpha inh: blocks human GSK-3 alpha kinase; ADP-Glo luminescence, 60 min; inhibition, % at 10 µM; 0.1% of 320,000 active;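 in the data active = inhibition above about 50%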;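 note: GST-tagged GSK-3 alpha with peptide substrate and 25 µM ATP; 0% = DMSO neutral wells and 100% = GW8510 positive control wells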
Target sequence (P49840 whole entry, looked up): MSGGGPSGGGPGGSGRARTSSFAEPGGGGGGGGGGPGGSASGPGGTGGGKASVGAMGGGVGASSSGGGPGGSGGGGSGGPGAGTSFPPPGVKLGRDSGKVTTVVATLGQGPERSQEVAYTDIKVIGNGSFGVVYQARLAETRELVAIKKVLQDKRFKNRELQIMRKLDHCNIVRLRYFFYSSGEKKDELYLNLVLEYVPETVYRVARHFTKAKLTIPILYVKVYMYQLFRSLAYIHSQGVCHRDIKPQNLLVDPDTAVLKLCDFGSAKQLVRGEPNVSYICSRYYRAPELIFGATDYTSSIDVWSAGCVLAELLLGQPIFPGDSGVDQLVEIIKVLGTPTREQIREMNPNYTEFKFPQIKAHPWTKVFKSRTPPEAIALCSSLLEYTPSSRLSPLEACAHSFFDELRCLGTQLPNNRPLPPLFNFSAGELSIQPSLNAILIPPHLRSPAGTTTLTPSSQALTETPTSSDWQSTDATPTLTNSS
AI-2 QS modul: modulates the Vibrio harveyi AI-2 quorum sensing system; Vibrio harveyi JMH597 AI-2 luminescence/OD600 ratio, 9 h; hits give low values; strain lacks LuxN and CqsS sensors; 0 = neutral-control median; activity change, % at 7.5 µM; 0.4% of 300,000 active; in the data active = activity change below about -75%, passing the limit was not always enough; inconclusive = no clear call, values can overlap the other calls;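 note: luminescence divided by OD600 gain over 9 h not by final OD600 alone; inactives centre near 13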
* hit, by the source's call; i = inactive; ? = inconclusive; . = no result given. Only part of the results is shown; rates above refer to the full screens.

entry	mol	HSF1 inhib	HSP90 refold inh	Platelet DG rel	PolyA inhibitor	Dyrk1A ADPGlo	GSK3B inh	HSF1 activator	HDAC3 inh	GSK3 alpha inh	AI-2 QS modul
1	Nc1nonc1-n1nnc(C(=O)N/N=C/c2c(Cl)cccc2Cl)c1CSC1=NCCS1	6	3	4	i	-3	2	6	-3	0	34
2	CNC(=S)N(CCc1c(C)[nH]c2ccc(C)cc12)Cc1cc(OC)c(OC)c(OC)c1	-66*	2	-12	i	1	1	-73	2	-2	6
3	O=C(Nc1ccnn1C1CCN(Cc2c(F)cccc2Cl)CC1)C1CCCC1	-19	-2	-9	.	-5	1	-35	1	0	8
4	O=C(Nc1ccc(N2CCOCC2)cc1)c1ccc(Cl)nc1	-5	2	-10	i	6	1	5	-2	.	-2
5	Oc1[nH]c2ccccc2c1N=NC(=S)NCCc1ccccc1	-2	-6	-1	i	5	3	6	10	0	33
6	CCP(=O)(c1ccccc1)C(C)(C)O (centres undefined)	.	-1	.	.	-11	2	.	-6	-1	20
7	CCCC(=O)C1=C(O)C(C(=O)OC)C(C)(C)CC1=Nc1ccccc1 (centres undefined)	-2	5	8	i	-5	1	7	2	-2	6
8	CSc1cccc(NC(=O)CCCNC(=O)c2ccc(Cl)cc2)c1	7	2	-1	i	-10	-4	33	?	-2	9
9	COc1ccc(-c2noc(C(C)NC(=O)c3ccco3)n2)cc1OC (centres undefined)	-3	4	4	i	10	5	-3	3	-2	5
10	CC(=O)c1ccc(NC(=O)C(C)OC(=O)C2CC(=O)N(c3ccc4c(c3)OCCO4)C2)cc1 (centres undefined)	-3	-1	31	i	-2	-2	-7	-1	-1	19
11	O=C(NCC(=O)N(Cc1ccco1)C(C(=O)NC1CCCC1)c1cccnc1)c1ccco1 (centres undefined)	-3	-3	1	i	3	-2	-1	-2	-2	10
12	COc1ccc(CCNC(=O)CSc2cccc3cccnc23)cc1OC	-9	2	2	i	0	3	-2	0	0	7
13	S=c1[nH]nc(-c2cc(-c3ccco3)[nH]n2)n1-c1ccccc1	-5	0	-4	i	2	3	3	10	2	1
14	CC(=O)c1cccc(N=c2scc(-c3ccc(S(=O)(=O)N4CCOCC4)cc3)n2CCO)c1	0	3	-10	i	4	-4	23	0	2	15
15	Cc1ccc(OCc2cc(C(=O)NCCn3cccn3)no2)cc1C	4	0	8	i	-4	.	6	-5	-3	22
16	CC(=O)NC12CC3CC(C1)CC(C(=O)OCC(=O)Nc1ncc(Cl)cc1Cl)(C3)C2	-4	-3	-4	i	0	1	4	0	-2	24
17	Cc1nn(-c2ccc3ccccc3c2)c(=O)c2ccccc12	27	-4	0	i	3	1	32	-4	1	25
18	O=C(Nc1ccc(Cl)cn1)Nc1ccccc1Cl	5	13	5	i	1	2	28	-2	0	15
19	COc1ccc(Cl)cc1NC(=O)C(C)NC(c1ccccc1)c1ccccc1 (centres undefined)	0	2	14	i	-1	1	5	1	0	4
20	COC(=O)c1ccc(NC(c2ccc(Cl)cc2)P(=O)(OC)OC)cc1 (centres undefined)	-28	-2	3	i	-6	3	-41	1	1	28
21	Cc1ccc(C)c(N2C(=O)CC(N3CCN(Cc4ccc5c(c4)OCO5)CC3)C2=O)c1 (centres undefined)	2	-2	-9	i	5	0	13	0	2	10
22	O=C(CNC(=O)c1ccccc1)OCc1cccc([N+](=O)[O-])c1	0	1	17	i	1	2	7	-1	-2	40
23	COc1ccc(C)cc1NC(=O)C(OC(=O)CNC(=O)c1cccc(F)c1)c1ccccc1 (centres undefined)	0	0	-1	i	1	0	12	0	-1	7
24	COc1cc2c(C(=O)N(C)c3ccc(F)cc3)cn(C)c(=O)c2cc1OC	-6	-2	2	i	-5	-1	-4	20	-2	-7
25	CCC(CC)C(=O)Nc1c2c(nn1-c1ccc(C)cc1)CS(=O)(=O)C2	2	-1	4	.	6	2	-16	-2	-3	17
26	O=C(CN(C(=O)c1ccc(Cl)cc1)N1C(=O)C2C3C=CC(C3)C2C1=O)c1cccs1 (centres undefined)	0	-3	15	i	-13	1	4	1	0	9
27	Cc1ccc(NC(=O)CN(C)C(=O)c2ccc(-n3cncn3)c([N+](=O)[O-])c2)cc1	1	.	-8	i	-11	0	-6	3	2	-2
28	CCC/C(O)=C1\C(=O)CC(C)(C)CC1=Nc1ccccc1OC	2	.	-1	i	1	1	6	4	-1	17
29	CCc1cccc2c(C#N)cn(CC(=O)NCc3ccco3)c12	2	1	0	i	-3	0	-1	1	-4	22
30	CC(OC(=O)c1ccc(Cl)c(S(=O)(=O)N2CCOCC2)c1)C(=O)NC1CCCCC1C (centres undefined)	-5	-1	16	i	-3	-13	-20	-3	-1	1
31	CC1CCN(C(=O)C(C)NCc2ccc(F)cc2)CC1 (centres undefined)	5	1	4	i	6	.	29	3	-2	.
32	CCCCn1c(N)c(N(CC)C(=O)c2ccccc2C(F)(F)F)c(=O)[nH]c1=O	-15	0	0	i	5	0	-5	-6	0	18
33	COCC(C)n1c(SCc2cc(=O)n3cc(C)ccc3n2)nc2ccccc2c1=O (centres undefined)	-4	-3	-4	i	-1	-2	3	-4	-1	14
34	O=C(Nc1cccc(Cl)c1)Nc1ccc2nccnc2c1	2	2	0	i	4	-2	34	-6	-2	-3
35	COc1ccc(-n2c(SCC(N)=O)nc3sc4c(c3c2=O)CCN(C)C4)cc1	-8	0	7	i	1	2	1	6	0	21
36	Cc1ccccc1C(O)c1ccccn1 (centres undefined)	-2	-3	2	i	3	-2	-3	-2	2	16
37	CC(c1ccccc1)N1C(=O)c2ccccc2C1O (centres undefined)	-2	2	-2	i	1	-4	-13	1	-1	13
38	Cc1cc(/C=C(\C#N)C(=O)NCC2CCCO2)c(C)n1-c1ccc(Cl)cc1 (centres undefined)	16	0	8	i	-7	2	23	2	-3	2
39	COC(=O)c1nc(-c2ccccc2)oc1N1CCOCC1	-9	4	15	i	1	1	-9	-45	1	6
40	COc1ccccc1N1CCN(c2nc(-c3ccccc3)cc(C(F)(F)F)n2)CC1	2	3	8	i	-7	-4	13	-7	0	7
41	CN1CCN(c2ccc(NC(=O)c3cc4ccccc4o3)cc2)CC1	13	-1	1	i	4	0	29	2	-3	13
42	Cc1csc2nc(CNC(=O)C3CC=CCC3C(=O)O)cn12 (centres undefined)	-7	-1	2	i	-4	1	-4	-8	0	7
43	C=CCOc1ccc(Oc2cc(C)nc(SC)n2)nn1	4	-4	1	i	-3	0	1	-6	1	0
44	Cc1c(Cl)cccc1NC(=O)Cc1cccs1	5	-4	-2	i	-2	0	3	-1	-1	19
45	COc1ccc([N+](=O)[O-])cc1/C=N/Nc1nn[nH]n1	2	-5	-9	i	0	0	-1	4	-1	33
46	CCOc1ccc(C(=O)NCC(=O)OCC(=O)Nc2ccc(C)c(S(=O)(=O)N(C)C)c2)cc1	-1	-1	-1	i	3	-3	-3	2	-5	13
47	CC(=O)Nc1ccc(N(CC(O)Cn2c3ccccc3c3ccccc32)S(=O)(=O)c2ccc(C)cc2)cc1 (centres undefined)	20	0	3	i	11	1	26	16	-1	16
48	COC(=O)c1sccc1-c1ccc(C(=O)Nc2ccccc2)o1	17	-5	-4	i	-3	1	?	2	-1	1
49	CCOc1cc2c(cc1C(C)(C)C)NC(=O)CS2	-10	-1	?	i	1	-1	-25	-2	-1	10
50	Cc1onc(-c2ccccc2Cl)c1C(=O)NCc1ccccc1F	-1	1	-9	i	1	-1	1	-4	2	-13

Following part:
entry	mol	HSF1 inhib	HSP90 refold inh	Platelet DG rel	PolyA inhibitor	Dyrk1A ADPGlo	GSK3B inh	HSF1 activator	HDAC3 inh	GSK3 alpha inh	AI-2 QS modul
51	Clc1ccc(/C=N\Nc2ccccc2)cc1	3	0	-2	i	-4	1	15	0	-1	13
52	COc1ccc(NC(=O)CCCC2CCCCC2)c(OC)c1	8	-6	-7	i	2	1	41	-1	.	-6
53	CC(C)c1nnc(NC(=O)CN2C(=O)c3ccccc3C2=O)s1	0	-3	9	i	-1	7	-6	-16	-2	?
54	CCC(=O)N1Cc2ccccc2-c2ccccc2C1=O	1	0	1	i	.	0	-1	0	0	3
55	Cc1ccc(COc2ccc(S(=O)(=O)N3CCCC3)cc2C(N)=O)cc1	-5	2	-13	i	-3	3	-3	3	4	2
56	Cc1ccc(C)c(NC(=S)Nc2cccnc2)c1	-1	-3	-4	i	-1	0	3	-1	3	12
57	Cc1ccc(C(=O)CCC(=O)OCC(=O)N(CC(C)C)c2c(N)n(Cc3ccccc3)c(=O)[nH]c2=O)cc1	-1	.	-10	i	0	2	3	0	0	19
58	CCOC(=O)CNC(=O)CSc1ncnc2c1cnn2-c1ccc(Cl)cc1	1	-2	-12	i	.	0	-5	-3	-8	19
59	Cn1c2ccccc2c2nnc(NN)nc21	-1	4	3	i	11	3	4	6	12	12
60	Cn1cc([N+](=O)[O-])c(C(=O)NNC(=O)c2ccc([N+](=O)[O-])cc2)n1	-28	-4	6	i	-2	-2	-37	?	-7	-8
61	CS(=O)(=O)N1CCN(C(=O)Cc2ccccc2Cl)CC1	-2	3	8	i	5	0	10	3	-1	15
62	COc1cccc(CN(C)Cc2nc3cc(C(F)(F)F)ccc3c(=O)[nH]2)c1	17	-1	-4	i	7	-2	14	3	0	20
63	Nc1nc(N)c(N=Nc2ccc(C(=O)O)cc2)c(N)n1	11	4	3	i	8	2	-3	3	5	1
64	N=c1c(S(=O)(=O)c2ccc(Cl)cc2)cc2c(=O)n3ccccc3nc2n1C1CCCCC1	-15	0	0	i	2	0	-17	-2	-1	16
65	CCCn1c(NCc2cccs2)nc2ccccc21	-12	-2	35	i	6	1	-4	1	0	50
66	COc1ccc2oc(C(=O)OCC(=O)c3ccc4c(c3)OCCO4)c(C)c2c1	7	8	0	i	0	6	14	-5	-2	22
67	CC(C)(C)NC(=O)NC(=O)CN1CCN(Cc2ccccc2)CC1	1	2	-1	i	-1	1	-2	7	-2	14
68	COc1ccc(NS(=O)(=O)c2ccc(N)cc2)nn1	-6	4	-3	i	.	1	-6	-1	0	-59
69	CCc1ccccc1NC(=O)CSc1nc2ccccc2n1CC(=O)N1CCCC1	2	-1	-13	.	-1	0	17	1	-3	35
70	O=C(CCn1c(=O)oc2ccccc21)Nc1cccc(Cl)c1	8	1	-1	i	11	-1	24	7	-1	3
71	CC(C)N(CCNC(=O)c1nn(Cc2ccccc2)c(=O)c2ccccc12)C(C)C	1	2	-4	i	4	0	-5	0	-1	8
72	COc1ccc(NS(=O)(=O)c2cc(NC(=O)c3sccc3C)ccc2N2CCOCC2)cc1	-40	-3	9	i	0	3	-51	5	0	6
